Screens (PubChem)
S100A4 inh HTS: S100A4-myosin IIA interaction inhibition; P26447; S100A4/TAMRA-MyoIIA peptide fluorescence polarization; inhibition, % at 10.7 µM; 360,000 tested, 0.14% active;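 active = mean inhibition of at least 70% across replicates, with every replicate also reaching that level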
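Compound dosing: one dose per compound; test system: human S100A4 monomer with TAMRA-labelled myosin IIA peptide; probe or stimulus: TAMRA-labelled myosin IIA heavy-chain peptide probe, 5 nM; medium: HEPES buffer with Ca2+, pH 7.2; schedule: 5 min incubation before reading; benchmarks: neutral control DMSO, positive control TFP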
RAD52 inh: blocks human RAD52 DNA annealing; P43351; recombinant RAD52 DNA annealing, FRET fluorescence; inhibition, % at 18.7 µM; 360,000 tested, 0.46% active;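 active = every replicate showing at least 50% inhibition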
Target sequence (P43351 whole entry, looked up): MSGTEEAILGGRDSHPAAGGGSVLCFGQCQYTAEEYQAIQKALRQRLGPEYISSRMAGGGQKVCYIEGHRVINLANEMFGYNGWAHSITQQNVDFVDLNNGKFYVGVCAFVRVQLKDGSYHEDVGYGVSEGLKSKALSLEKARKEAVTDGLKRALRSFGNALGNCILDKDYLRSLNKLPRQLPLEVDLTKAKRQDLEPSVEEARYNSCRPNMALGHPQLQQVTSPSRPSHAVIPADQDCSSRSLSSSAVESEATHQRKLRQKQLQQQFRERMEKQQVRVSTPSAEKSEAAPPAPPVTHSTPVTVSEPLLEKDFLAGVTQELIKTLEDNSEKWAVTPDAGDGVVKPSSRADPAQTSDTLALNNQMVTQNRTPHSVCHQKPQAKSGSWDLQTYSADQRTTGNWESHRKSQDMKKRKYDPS
EWS-Fli block: inhibitors of EWS/Fli oncoprotein transcriptional activity. A673 NR0B1-luciferase reporter, viability-normalised. inhibition, % at 12.6 µM. 350,000 tested, 0.67% active. AID 651661;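 active = mean inhibition of at least 50% after viability correction, with every replicate also passing that limit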;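 note: firefly luciferase signal divided by Alamar Blue viability fluorescence both relative to DMSO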
RAD54 inh: inhibitors of human RAD54 branch migration | Q92698 | RAD54 Holliday junction branch migration, FAM/BHQ fluorescence | inhibition, % at 10.4 µM | 360,000 tested, 0.14% active | AID 602329;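 active = mean normalized replicate activity at least 40 and at least half of replicates scoring 40 or more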;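 note: 0% = median of neutral control wells and 100% = median of positive control wells; inhibitors cause a drop in the FAM fluorescence signal; in these data hits start at about 50%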
E-sel inducer: induces E-selectin expression in human endothelial cells | activation, % at 7.58 µM | HUVEC E-selectin immunofluorescence imaging; normalized: neutral wells 0, TNF-alpha wells 100 | 260,000 tested, 0.37% active | AID 686992 | P16581;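 active = mean E-selectin-positive cell signal at least 10% of the positive control, reached in at least 60% of replicates, without over 20% cell loss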;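 note: in these data hits start at about 27%; measured in HUVEC primary endothelial cells; signal is the percent of cells scored E-selectin positive by PE staining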
Target sequence (P16581 whole entry, looked up): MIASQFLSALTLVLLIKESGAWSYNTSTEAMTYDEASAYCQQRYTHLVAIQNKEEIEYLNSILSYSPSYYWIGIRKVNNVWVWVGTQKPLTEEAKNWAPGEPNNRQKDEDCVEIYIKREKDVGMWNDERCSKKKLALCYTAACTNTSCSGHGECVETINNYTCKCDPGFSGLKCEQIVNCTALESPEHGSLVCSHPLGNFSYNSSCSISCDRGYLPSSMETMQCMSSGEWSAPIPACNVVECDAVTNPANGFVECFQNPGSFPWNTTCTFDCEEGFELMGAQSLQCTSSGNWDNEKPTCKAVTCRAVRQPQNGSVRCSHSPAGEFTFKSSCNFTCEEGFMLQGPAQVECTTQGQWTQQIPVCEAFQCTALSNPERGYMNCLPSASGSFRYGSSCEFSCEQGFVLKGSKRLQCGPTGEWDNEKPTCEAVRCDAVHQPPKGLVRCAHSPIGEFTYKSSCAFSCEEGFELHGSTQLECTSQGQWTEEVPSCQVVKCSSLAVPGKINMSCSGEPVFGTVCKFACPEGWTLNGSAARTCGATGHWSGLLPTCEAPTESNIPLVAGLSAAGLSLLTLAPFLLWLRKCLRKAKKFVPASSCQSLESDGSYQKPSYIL
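Read-out: % PE-positive cells | Test system: HUVEC | Doses: One compound dose added by pin transfer | Buffer or medium: EGM-2 over gelatin coat | Signal: Immunofluorescence imaging | Benchmarks: TNF-alpha, DMSO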
esBAF inh: blocks esBAF chromatin remodeling in mouse ES cells | Bmi1-luciferase knock-in reporter, 24 h; 100% = twice the neutral-well signal | reporter increase, % at 12.5 µM | 350,000 tested, 2% active; in the data active = activation above about 40%;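 note: 0% = median of the plate's neutral control wells and 100% = double that signal; a rise in the Bmi1 reporter signal indicates esBAF inhibition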
FN deposition inh: fibronectin deposition inhibition; AH1F fibroblasts, Alexa488-fibronectin deposition fluorescence, overnight; inhibition, % at 12.6 µM; 350,000 tested, 0.086% active; AID 743247;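 active = mean inhibition across replicates of 30% or more, regardless of how many single replicates reach that level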;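 note: positive control wells lacked labelled fibronectin entirely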
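Material: AH1F fibroblasts assembling fluorescent fibronectin matrix; amount: 10000 AH1F cells/well; medium: DMEM, 2% serum; reagent: Alexa488-fibronectin, 24 nM final in well; dosing: single compound dose, delivered by pin transfer; incubation: 1 h adhesion, overnight exposure; detection: fluorescence after three HBSS washes, excitation 485 nm, emission 525 nm; measure: fibronectin deposition inhibition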
XiGFP reactiv: X-chromosome reactivation activator; activation, % at 7.58 µM; 360,000 tested, 0.055% active; XiGFP mouse fibroblasts, % GFP-positive cells imaging, 3 d; cells co-treated with 5-aza-dC sensitizer; scaled so ellipticine positive control = 100%;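 active = mean normalized replicate activation at least 10% and every replicate at or above 10%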;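 note: 0% = median of on-plate neutral control wells and 100% = ellipticine 6 µM median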
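assay system = SV40-immortalized XiGFP fibroblast cells, line 68-5-11 | buffer or medium = DMEM plus 5-aza-dC sensitizer | doses = single-point pinned compound dosing | times = 3-day compound exposure, then 15 min fixation at room temperature | benchmarks = positive control ellipticine, 6 µM final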
Numbers without * were called inactive; / = no result given; & = joins results of further samples.

SMILES	S100A4 inh HTS	RAD52 inh	EWS-Fli block	RAD54 inh	E-sel inducer	esBAF inh	FN deposition inh	XiGFP reactiv
NS(=O)(=O)c1cc2c(cc1Cl)NC(c1ccccc1OCC(=O)O)NS2(=O)=O (configuration not stated)	-3	-4	5	2	-0.2	6	4	0.0
COc1ccc(/C=C/C=O)cc1	6	1	-8	8	/	/	/	/
CC(=O)N1CC=CC1(CC(C)C)C(=O)NCCN1CCOCC1 (configuration not stated)	-4	-29	-31	6	0.5	19	-2	0.3
N/C(=N\OC(=O)CC(c1ccccc1)c1ccccc1)c1cccnc1	2	-6	13	/	/	/	-26	0.0
COc1ccc(NC(=O)Nc2cccc3c2O[C@H](CN(C)S(=O)(=O)c2cccs2)[C@H](C)CN([C@H](C)CO)C3=O)cc1	3	-3	-12	0	0.0	2	-8	-0.1
CNC[C@@H]1OCCCC[C@@H](C)Oc2ccc(NC(=O)Nc3ccc(C(F)(F)F)cc3)cc2C(=O)N([C@H](C)CO)C[C@@H]1C	/	/	-10	/	0.1	-3	/	-0.9
C[C@@H]1CN([C@H](C)CO)C(=O)Cc2cc(NC(=O)CCC(F)(F)F)ccc2O[C@H]1CN(C)Cc1ccc(C(=O)Nc2ccccc2N)cc1	-2	16	0	/	/	/	-3	-0.7
COc1ccc(/C=N/NC(=O)c2cc(C(C)(C)C)[nH]n2)cc1COc1ccc(F)cc1F	-6	-12	-11	-1	6.4	-2	-10	0.0
COc1cccc(S(=O)(=O)NCc2ccc(C(=O)N3CCN(c4ccccc4OC)CC3)cc2)c1	-1	-10	/	18	0.9	-8	/	0.4
COc1ccc(CN(C)C[C@H]2OCCCC[C@@H](C)Oc3ccc(N(C)C)cc3C(=O)N([C@@H](C)CO)C[C@@H]2C)cc1	60	9	3	5	1.4	8	/	0.5
NC(=O)c1ccc(NC(=S)NCc2ccco2)cc1	2	-24	-3	/	0.3	/	0	-0.1
CC(C)C#Cc1ccc2c(c1)O[C@H](CN(C)Cc1ccccc1)[C@H](C)CN([C@H](C)CO)S2(=O)=O	1	1	18	2	0.3	3	4	-1.0
CC1=NN(c2ccc(Cl)c(C(=O)O)c2)C(=O)C1	-2	-12	4	/	/	/	3	-0.1
COc1ccc(NC(=O)N(C)C[C@@H]2OCCCC[C@H](C)Oc3ccc(NC(=O)Nc4ccccc4)cc3C(=O)N([C@@H](C)CO)C[C@@H]2C)cc1	-4	-34	-4	-16	0.1	2	-8	0.0
COc1ccccc1/C=C/C(=O)Nc1nc(N)n(-c2ccccc2)n1	-3	-11	-59	/	/	3	3	0.2
O=C(NCC1CC1)[C@@H]1[C@@H](CO)[C@@H]2Cn3c(ccc(-c4cccnc4)c3=O)[C@H]1N2C(=O)C1CCC1	-9	-7	-19	-5	-0.1	5	5	0.0
CC(=O)c1ccc(N2CCN(C(=O)c3ccc(Cl)c(S(=O)(=O)NC4CC4)c3)CC2)c(F)c1	-3	-5	5	-6	0.5	1	10	0.0
O=C(NC1CCCCC1)[C@H]1[C@H](CO)[C@H]2Cn3c(cccc3=O)[C@H]2N1CC1CCOCC1	3	-9	4	-18	-0.4	-1	/	0.0
C[C@@H](NC(=O)C[C@@H]1CC[C@H]2[C@@H](COC[C@@H](O)CN2C)O1)c1ccccc1	6	-3	-4	-2	0.0	-7	-5	0.2
O=C(Nc1cc(F)ccc1F)N1CC(=O)N2[C@@H](CO)[C@H](c3ccc(C#CC4CCCC4)cc3)[C@@H]2C1	-5	-4	/	/	-0.7	/	-21	0.4
CO[C@@H]1CN(C)C(=O)c2ccc(NC(=O)Nc3cc(F)ccc3F)cc2OC[C@@H](C)NC[C@@H]1C	-28	10	3	7	0.2	2	-4	0.1
CC(=O)NNS(=O)(=O)c1scc(S(=O)(=O)c2ccc(Cl)cc2)c1C	-4	0	-10	5	0.1	-6	-2	-0.1
C[C@@H]1CN([C@@H](C)CO)C(=O)Cc2cc(NC(=O)C3CC3)ccc2O[C@H]1CN(C)Cc1ccccc1	-19	-10	-10	-5	0.2	-1	/	-0.9
S=C(NCC1CCCO1)Nc1cc(Cl)c(Cl)cc1Cl (configuration not stated)	-2	2	-1	5	3.9	7	-2	0.0
CO[C@H]1CN(C)C(=O)c2ccc(NC(=O)c3ccccc3F)cc2OC[C@H](C)N(C(C)=O)C[C@H]1C	17	1	-3	-4	-0.1	-5	4	-0.4
CCCNC(=O)c1onc(CSc2ccc(F)cc2)c1C(=O)NCCOC	-3	-12	5	2	0.8	2	5	0.2
CCOc1cc(OCC)cc(C(=O)N2CCC[C@@H]2C(=O)N2CCC[C@H]2C(=O)NCc2ccccc2)c1	2	1	16	/	0.0	/	14	0.1
O=C(Cn1cnc2ccccc2c1=O)Nc1ccc(S(=O)(=O)N2CCOCC2)cc1	4	-13	4	/	4.7	-3	5	0.0
NC(=S)NC1CC2CC1C1C=CCC21 (configuration not stated)	-1	-8	-8	/	7.8	/	9	1.1
O=C(COc1ccccc1)NCc1nnc(SCC(=O)Nc2nccs2)n1-c1ccccc1	18	-8	-2	-4	/	-3	-2	0.0
CCN1/C(=C2\C(=O)N(C)C(=S)N2C)C=Cc2ccccc21	-7	-28	-25	/	/	/	-4	0.0
CCOC(=O)C1CCN(c2c(Nc3ccc(C)c(C)c3)c(=O)c2=O)CC1	-3	-15	5	7	2.1	-2	2	-0.1
COc1ccccc1CNC(=S)NCCc1ccccc1	11	-2	-30	6	0.0	21	-9	0.0
CC(=O)Oc1ccccc1-n1c(C)nc(=O)c(-c2ccccc2)c1C	-5	-15	11	-3	/	/	-7	0.0
Clc1ccc(C(c2ccccc2Cl)C(Cl)Cl)cc1 (configuration not stated)	4	-1	-2	2	0.2	-7	-3	0.1
NC(=O)CSc1nc2ccccc2n1-c1ccccc1	6	-12	2	-9	/	-5	/	/
CC(C)NC(=O)N[C@H]1CC[C@H](CC(=O)NC2Cc3ccccc3C2)O[C@H]1CO	-5	-7	3	7	0.0	1	-9	0.1
N#C/C(=C1/C(=O)Nc2ccc(Br)cc21)c1ccccn1	6	0	25	/	-0.2	/	-9	0.0
COc1ccccc1CNC(=O)Cc1c[nH]c2ccccc12	-5	-31	-2	-2	/	1	4	0.1
CC(=O)Oc1ccc(C(=O)Nc2cc(C)on2)cc1	1	-4	-46	-13	/	30	-2	0.1
Cc1noc(C)c1S(=O)(=O)Nc1ccc2c(c1)C(=O)N([C@@H](C)CO)C[C@H](C)[C@@H](CN(C)C(=O)Nc1ccccc1)O2	5	-7	-1	-1	0.5	0	/	-0.6
CCOC(=O)N1CCN(C(=O)CN(C)S(=O)(=O)c2ccc3c(c2)c(=O)n(C)c(=O)n3C)CC1	4	-13	-1	/	1.9	/	-9	0.4
CC1NC(=O)c2cc3ccccc3cc2-n2c1nc1cc(F)ccc1c2=O (configuration not stated)	-1	-16	5	-18	0.1	-5	-6	-0.2
Cc1ccc(NC(=O)c2ccc([N+](=O)[O-])o2)cc1S(=O)(=O)N1CCOCC1	-6	-3	49	/	/	/	/	0.0
C[C@@H](NC(=O)C[C@H]1C=C[C@H](NC(=O)c2cccnc2)[C@@H](CO)O1)c1ccccc1	-6	-2	3	2	0.0	3	-8	0.3
COc1ccc(NC(=O)CN(C)S(=O)(=O)c2cccc3cccnc23)cc1	0	-8	-2	-4	/	-5	-4	-0.1
COc1ccc(NC(=O)N(C)C[C@@H]2OCCCC[C@@H](C)Oc3ccc(NC(=O)NC4CCCCC4)cc3C(=O)N([C@@H](C)CO)C[C@@H]2C)cc1	2	-14	-1	5	/	-1	-13	0.0
COc1cc(-c2nc(CN3CCN(CC(C)C)C(=O)[C@@H]3C)c(C)o2)ccc1F	0	-24	5	/	/	/	-2	-0.1
Cc1cc(C(=O)N/N=C/c2ccc([N+](=O)[O-])s2)n[nH]1	-3	-17	37	-2	-0.1	/	-4	0.0
Cn1c(Cc2ccccc2)nnc1SCC(=O)Nc1ccc(N2CCOCC2)cc1	2	-7	-5	2	-0.1	3	6	0.0
Cc1cc(NS(=O)(=O)c2ccc(NC(=O)CSc3nc4sc(C)c(C)c4c(=O)[nH]3)cc2)no1	-23	-16	-4	/	/	/	-2	-0.1
C[C@H](CO)N1C[C@H](C)[C@@H](CN(C)Cc2ccncc2)OCCCC[C@H](C)Oc2ccc(NC(=O)CCC(F)(F)F)cc2C1=O	-4	-6	-3	-5	-0.3	-2	/	0.2
CC[C@]12c3[nH]c4ccc(OC)cc4c3CCN1C(=O)C(CC(=O)NCc1ccc(OC)c(OC)c1)C[C@@H]2C(=O)N1CCN(C(=O)C2CC2)CC1 (some centres not stated)	0	-7	-11	-1	-0.1	-2	-14	-0.1
CC1(C)CC(=O)C(CC2CCCCC2=O)C(=O)C1 (configuration not stated)	5	-6	-2	-10	/	7	0	0.2
COc1ccc(NC(=O)Nc2ccc3c(c2)C(=O)N([C@H](C)CO)C[C@H](C)[C@@H](CN(C)S(C)(=O)=O)O3)cc1	12&-3	5&-15	-7&-7	-5&6	-0.2&0.6	-6&-3	-4&8	-0.3&-0.1
COc1ccc(S(=O)(=O)N(C)C[C@H]2Oc3ccc(NC(=O)Cc4ccccc4)cc3CC(=O)N([C@H](C)CO)C[C@@H]2C)cc1	17	-14	10	-7	0.0	5	-7	0.1
O=[N+]([O-])c1ccc(Nc2ccc(N3CCOCC3)cc2)c([N+](=O)[O-])c1	-1	-7	11	/	/	2	/	0.0
Cc1ccc(S(=O)(=O)N(C)CC(=O)OCC(=O)N2CCCC2=O)cc1	2	-2	7	/	6.0	/	1	0.1
O=C(NC1CCN(C(=O)NCc2ccccc2)CC1)c1ccccc1	4	-4	-6	/	4.2	0	-1	0.3
CCN(CC)S(=O)(=O)c1ccc(C)c(NC(=O)CNCc2ccccc2OC)c1	1	-7	9	-14	0.7	2	-1	0.3
CC(C)Cc1nnc(NC(=O)CCC(=O)N2CC(C)CC(C)C2)s1 (configuration not stated)	-4	-8	9	-10	/	-5	6	0.1
Cn1cncc1C#Cc1c(C=O)[nH]c2ccccc12	-1	-41	20	1	0.6	-4	7	0.6
COc1ccc(NC(=O)CN(c2ccc(OC)cc2)S(=O)(=O)c2c(C)nn(C)c2C)cc1	1	-9	/	6	/	1	-9	0.2

Structural class, the entries above with a thiophene ring, fused or not (four)
SMILES	S100A4 inh HTS	RAD52 inh	EWS-Fli block	RAD54 inh	E-sel inducer	esBAF inh	FN deposition inh	XiGFP reactiv
COc1ccc(NC(=O)Nc2cccc3c2O[C@H](CN(C)S(=O)(=O)c2cccs2)[C@H](C)CN([C@H](C)CO)C3=O)cc1	3	-3	-12	0	0.0	2	-8	-0.1
CC(=O)NNS(=O)(=O)c1scc(S(=O)(=O)c2ccc(Cl)cc2)c1C	-4	0	-10	5	0.1	-6	-2	-0.1
Cc1cc(C(=O)N/N=C/c2ccc([N+](=O)[O-])s2)n[nH]1	-3	-17	37	-2	-0.1	/	-4	0.0
Cc1cc(NS(=O)(=O)c2ccc(NC(=O)CSc3nc4sc(C)c(C)c4c(=O)[nH]3)cc2)no1	-23	-16	-4	/	/	/	-2	-0.1
